From PubChem BioAssay
LAP4-GFP MLPCN: yeast TOR pathway LAP4-GFP modulation; S. cerevisiae LAP4-GFP multiplex, flow cytometry GFP, 3 h; median GFP as percent of DMSO wells; GFP response vs DMSO, % at 10 µM; actives 0.34% (n = 320,000);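 active means GFP response vs DMSO above a set limit, about the screen mean plus 3 SD, cut at about 150% in these data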
ZTA counter: ZTA (EBV) inhibition in EBNA-1 counter-screen | actives 0.15% (n = 320,000) | P03206 | ZTA-DNA binding, fluorescence polarization | inhibition, % at 11 µM | AID 2234; in the data active means inhibition above about 33%
MEP2-GFP yeast: alters MEP2-GFP fluorescence in TOR pathway yeast screen; actives 0.51% (n = 330,000); GFP response vs DMSO, % at 10 µM; S. cerevisiae MEP2-GFP strain, flow cytometry GFP, 3 h; 100% = DMSO control level;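 active means GFP response versus DMSO above a set limit, roughly screen mean plus 3 SD, cut at about 180% in these data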;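 further: median GFP fluorescence of the barcode-gated MEP2-GFP cells per well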
RPL19A-GFP yeast: yeast TOR pathway RPL19A-GFP modulation; actives 0.3% (n = 330,000); S. cerevisiae RPL19A-GFP strain, flow cytometry, 3 h; hits give low values; percent response vs DMSO, % at 10 µM;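 active means percent response vs DMSO below 50%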;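 further: median channel GFP fluorescence of the barcoded RPL19A-GFP strain; ratio of sample median GFP to plate DMSO average so 100% = DMSO; lower means less RPL19A-GFP as with rapamycin TOR inhibition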
proCasp7 act: counter-screen: procaspase-7 (human) activation; P55210; recombinant procaspase-7, Ac-DEVD-pNA absorbance 405 nm; D23A/D198A/D206A triple mutant, cannot self-cleave; scale: DMSO 0, 5 µM enzyme 100; actives 0.093% (n = 330,000); activation, % at 8.5 µM; AID 463210;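 active means percent activation above the screen-wide mean plus 3 SD, cut at about 25% in these data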
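Assay system: Uncleavable procaspase-7 mutant enzyme / Input: 2 µM procaspase-7 mutant as dispensed / Dosing: single nominal 8.5 µM compound dose, 0.8% DMSO final / Timing: 1 h enzyme–compound preincubation and 2 h substrate reaction, both 25 °C / Detection: p-Nitroaniline absorbance at 405 nm, read at 0 and 120 min / Replication: singlicate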
AHR activator: activators of human aryl hydrocarbon receptor; AHR-responsive luciferase reporter cells, luminescence; activation, % at 5 µM; actives 2.5% (n = 320,000); AID 2796; in the data active means activation above about 47%;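 further: 0% = vehicle wells and 100% = reference agonist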
EBNA-1 inh: blocks EBNA-1 binding to DNA; AID 1950; actives 0.34% (n = 300,000); inhibition, % at 14.8 µM; EBNA-1 DNA binding, fluorescence polarization; in the data active means inhibition above about 28%
proCasp3 act: procaspase-3 (human) activation; P42574; recombinant procaspase-3 D3A, Ac-DEVD-pNA absorbance 405 nm; activation, % at 8.5 µM; actives 0.11% (n = 330,000); AID 463141;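 active means activation above the mean of all tested compounds plus 3 SD, cut at about 21% in these data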;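 further: 0% = DMSO alone and 100% = DMSO wells spiked with extra 5 µM PC-3 D3A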
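Assay system – Procaspase-3 D3A mutant, all three cleavage aspartates alanine · Controls – DMSO-only low control, 5 µM PC-3 D3A high control · Schedule – 1 h compound preincubation, 2 h substrate hydrolysis at 25 °C · Signal – 405 nm absorbance of p-nitroaniline, reads at 0 and 120 min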
* = called active by the depositor; / = not tested or not shown.

SMILES	LAP4-GFP MLPCN	ZTA counter	MEP2-GFP yeast	RPL19A-GFP yeast	proCasp7 act	AHR activator	EBNA-1 inh	proCasp3 act
O=C(NCC1CCCCC1)C1(CC2CC(c3ccc(Cl)cc3)=NO2)CCNCC1 (stereo not given)	125	-17	95	97	7	5	6	6
COc1ccc(NC(=O)CSCC(=O)Nc2cc(Cl)ccc2N2CCOCC2)cc1	97	12	106	99	3	4	3	-1
CS(=O)(=O)N(CCc1ccccc1)CC(N)=O	100	11	99	98	-4	1	0	5
Cc1ccc(NC(=O)C(C)OC(=O)Cc2c[nH]c3ccccc23)cc1 (stereo not given)	108	2	104	99	6	7	-2	-1
COc1ccc(NC(=S)NCCCn2ccnc2)cc1	/	1	93	99	8	11	3	3
COc1ccc([N+](=O)[O-])cc1NC(=O)COC(=O)c1ccc(O)cc1	101	0	101	97	-10	1	-7	-8
COc1ccccc1CCNC(=O)C(C)n1nc(C)c2c(C)n(-c3ccccc3)nc2c1=O (stereo not given)	94	12	91	98	-3	12	11	1
CC(C)(Oc1ccc(Br)cc1Cl)C(=O)Nc1ccon1	108	-2	96	99	7	3	5	3
Cc1cccc2sc(NC(=O)CSCc3ccccc3)nc12	111	-8	106	101	2	22	10	2
C=CCSC1=C(C#N)C(c2ccc(C(C)C)cc2)CC(=O)N1 (stereo not given)	91	7	86	105	-12	1	3	-7
CCOc1ccccc1NC(=S)Nc1ccc2cn[nH]c2c1	115	-3	108	100	-16	4	-3	-6
CC(=O)Nc1nc(C)c(CCCOc2ccc([N+](=O)[O-])cc2)c(=O)[nH]1	93	8	97	95	-5	1	7	1
Cc1nc2ccc(NC(=O)Cc3c(F)cccc3Cl)cc2s1	88	-16	93	98	5	2	-10	6
CCn1c(CNc2ccc(OC)cc2)nnc1SCC(=O)N1CCCc2ccccc21	97	5	104	98	6	3	-7	3
O=C(CCCCCn1c(=O)[nH]c2ccccc2c1=O)N1CCN(Cc2ccc3c(c2)OCO3)CC1	105	-10	103	106	7	2	-6	11
CCc1nn(CC(=O)N2CCC(C(N)=O)CC2)c(=O)c2cc3occc3n12	110	-8	103	101	2	2	3	13
Cc1ccccc1S(=O)(=O)Cc1ccc(C(=O)NCCN2CCN(Cc3ccccc3)CC2)o1	104	-7	104	99	-3	1	2	-3
CC(C)[C@H](NC(=O)OCc1ccccc1)C(=O)OCC(=O)Nc1c(F)cccc1F	83	3	101	103	-4	0	-8	-6
CC(=O)NC(Nc1nc2c(s1)CCCC2)(C(F)(F)F)C(F)(F)F	103	-1	101	97	-12	3	1	-10
CCCc1cc(=O)[nH]c(SCC(=O)NC2(C#N)CCCCC2)n1	87	-3	90	91	1	0	/	-4
O=S(=O)(c1ccc(Br)cc1)c1nc(-c2ccco2)oc1NCC1CCCO1 (stereo not given)	95	6	94	96	3	-1	1	-3
CC(Oc1ccccc1)C(=O)Nc1ccccc1O (stereo not given)	95	9	109	100	0	49*	4	-18
CSc1ccccc1OCc1cc(C(=O)N2CCc3sccc3C2)no1	96	2	100	99	9	0	2	-5
COc1ccc(C(=O)Nn2c(SCC(=O)NCc3ccccc3)nc3ccccc3c2=O)cc1	105	3	116	103	10	-2	-6	-6
O=S(=O)(NC(=S)Nc1ccccc1)c1ccc(F)cc1	111	8	98	96	-10	2	-5	0
COc1cccc(C(C(=O)NC2CCCCC2)N(C(=O)c2ccco2)c2ccc(-n3cnnn3)c(C)c2)c1 (stereo not given)	100	13	90	100	-6	-1	0	5
CC(C)OC(=O)c1cc(C(=O)c2cc(Cl)ccc2O)coc1=N	100	1	100	99	-3	3	-7	-3
O=c1[nH]c(=O)n(CCc2ccc(F)cc2)c(O)c1C=NCc1ccc2c(c1)OCO2	94	-13	96	101	-5	-1	10	7
COc1ccccc1-c1cc(C(=O)NN)[nH]n1	110	5	102	104	10	16	3	2
COC(=O)[C@H]1C[C@@H]1[C@H](NC(=O)c1cc(C)on1)c1ccccc1	106	-2	89	102	-8	0	1	2
Cc1ccc2c(c1)[C@H]1[C@H](CO2)[C@H](c2ccccc2)[C@]2(C)C(=O)N(CC3CCCO3)CC(=O)N12 (stereo not given in full)	83	/	91	99	3	-2	/	7
CCOCCOc1nc2c(c(=O)n(C)c(=O)n2C)n1Cc1ccc(C)cc1	89	4	94	101	9	-3	-2	3
COc1ccc(Cn2c(=N)c(C(=O)NC3CCCCC3)cc3c(=O)n4ccccc4nc32)cc1	92	6	98	94	-17	1	-11	-8
O=C(N/N=C1\CC2CC=CC12)c1ccc(O)cc1 (stereo not given)	98	6	100	94	-2	2	7	4
Cc1cccc(C)c1-n1c(C)nn(CCOc2ccccc2)c1=O	97	-3	104	102	5	2	1	9
Cc1ccc(CN2[C@@H](CC(C)C)COCCS2(=O)=O)cc1	102	-4	99	100	-5	-2	5	3
O=C(OCc1nc2ccccc2s1)c1cccs1	99	0	88	95	2	16	10	4
CN1CCN(c2nc(-c3ccc(C(C)(C)C)cc3)nc3ccccc23)CC1	97	-8	105	101	-10	46	-12	-10
Cc1ccc(CNC(=O)c2nnc(Cc3ccc(Cl)cc3)o2)cc1	106	2	95	98	-2	0	7	0
Cc1ccc(-c2nnn(CC(=O)Nc3ccccc3N3CCOCC3)n2)cc1	105	-5	102	101	1	5	5	2
O=C(Nc1nc2ccc(S(=O)(=O)N3CCCCC3)cc2s1)C1CCCO1 (stereo not given)	98	19	95	100	9	5	9	2
COc1ccc(CCNC(=O)Cc2ccc(C)cc2)cc1OC	96	-9	90	102	-3	1	3	6
O=c1[nH][nH]c(-c2ccccc2O)c1C(C[N+](=O)[O-])c1ccc(Cl)cc1Cl (stereo not given)	85	-1	86	104	-14	38	2	-8
COc1ccc(CCNS(=O)(=O)c2cccc(C(=O)O)c2)cc1OC	103	4	104	102	8	0	5	-4
Cc1cc(C)c(NC(=O)CSc2nc3ccccc3c(=O)n2CCCN2CCOCC2)c(C)c1	93	14	92	88	-5	-2	/	11
CCCc1ccc(C(=O)/C=C/N(C)C)cc1	109	5	91	99	6	3	4	-8
CCNC(=S)NNc1nc(N2CCOCC2)nc(N2CCOCC2)n1	99	-10	93	99	-5	2	2	-5
CC1CCCN(C2=C(Cl)C(=O)N(c3cccc(Cl)c3)C2=O)C1 (stereo not given)	95	24	99	100	-10	1	2	-4
COc1ccc(CNc2ncnc3c2[nH]c2cc(OC)c(OC)cc23)cc1	98	5	92	96	6	14	11	4
CCc1ccccc1NC(=O)c1ccoc1C	97	6	103	102	13	1	7	-12
O=C(Oc1cccc(-n2cnnn2)c1)C1CCCCC1	91	6	101	97	10	0	0	0
Cc1ccc(S(=O)(=O)Nc2ccc3c(c2)nc2n3CCN(Cc3ccccc3)C2)cc1	106	12	101	99	12	-1	7	-4
COCCCNC(=O)CNC(=S)N(Cc1cc(OC)c(OC)c(OC)c1)C1CCCC1	99	-18	98	100	-2	1	-11	-2
CC1(C)C2CCC1(CS(=O)(=O)NCc1ccc(C(=O)O)cc1)C(=O)C2 (stereo not given)	117	4	115	112	11	0	10	2
N#CCCN(Cc1cccnc1)C(=S)NC(=O)C1CC1	105	9	88	90	-3	-1	-8	-11
O=C(Cc1ccc(Cl)cc1)Nc1cc(S(=O)(=O)N2CCOCC2)ccc1N1CCCC1	104	-26	102	97	-4	1	-1	4
CCN(CC)CC(=O)Nc1ccc(-c2nc3cc(NC(=O)CN(CC)CC)ccc3o2)cc1	95	10	95	96	10	0	9	-1
Nc1[nH][nH]c(=O)c1N=Nc1cccc(Cl)c1	114	26	99	105	2	4	5	-2
O=C(CCN1CCN(c2ccccc2)CC1)c1ccc(Br)cc1	97	-17	104	105	-32	3	-14	-25
O=C(CSc1ccccc1)Nc1nnc(COc2ccc(Cl)cc2)s1	102	-1	105	103	-20	5	2	-10

Part of the list above, in markdown:
| SMILES | LAP4-GFP MLPCN | ZTA counter | MEP2-GFP yeast | RPL19A-GFP yeast | proCasp7 act | AHR activator | EBNA-1 inh | proCasp3 act |
| --- | --- | --- | --- | --- | --- | --- | --- | --- |
| O=C(CSc1ccccc1)Nc1nnc(COc2ccc(Cl)cc2)s1 | 102 | -1 | 105 | 103 | -20 | 5 | 2 | -10 |
| COc1ccc(CNc2ncnc3c2[nH]c2cc(OC)c(OC)cc23)cc1 | 98 | 5 | 92 | 96 | 6 | 14 | 11 | 4 |
| CCc1ccccc1NC(=O)c1ccoc1C | 97 | 6 | 103 | 102 | 13 | 1 | 7 | -12 |

Continued.
SMILES	LAP4-GFP MLPCN	ZTA counter	MEP2-GFP yeast	RPL19A-GFP yeast	proCasp7 act	AHR activator	EBNA-1 inh	proCasp3 act
CC(C)(Oc1ccc(Cl)cc1)C(=O)Nc1cccnc1	101	8	103	98	3	8	13	4
CCn1c(=O)c(CCC(=O)NCC2CCCO2)c(C)c2c(C)nn(-c3ccccc3)c21 (stereo not given)	97	-3	104	96	2	0	12	4
O=C(Nc1ccccc1)c1ccc(S(=O)(=O)Nc2cccc(O)c2)cc1	104	5	108	104	-2	4	6	-6
CCCC(CCC)C(=O)Nc1c[nH]c(=O)[nH]c1=O	98	0	98	98	3	-2	7	-4
O=C(c1ccc(F)cc1)N1CCC(N2CCCCCC2)CC1	103	3	105	103	5	1	2	-1
O=C(COc1c(F)c(F)cc(F)c1F)NC(=O)NC1CCCC1	105	-1	92	97	0	0	3	-3
O=C1c2ccccc2C(=O)N1CC1c2ccccc2CCN1C(=O)C1CCCCC1 (stereo not given)	97	-4	97	94	3	42	0	0
NC(=O)C1CCN(C(=O)CC2(CC(=O)O)CCCCC2)CC1	105	-13	101	101	13	0	-3	7
Cc1ccc(C(=O)OC(C)C(=O)c2cc(C)c(C)cc2C)o1 (stereo not given)	110	-14	122	102	5	1	-1	8
O=C(Nc1cccnc1)C1CCN(S(=O)(=O)c2cccs2)CC1	107	-3	92	102	-1	1	3	6
O=C1NN(c2ccccc2)C(=O)/C1=C\c1coc2ccc(O)cc2c1=O	96	-1	89	97	-17	5	-2	-12
COc1ccc(CNC(=O)CN2C(=O)NC(C)(c3cccc4ccccc34)C2=O)cc1OC (stereo not given)	111	-17	109	99	13	2	-4	2

As a working copy, part of the list above.
SMILES	LAP4-GFP MLPCN	ZTA counter	MEP2-GFP yeast	RPL19A-GFP yeast	proCasp7 act	AHR activator	EBNA-1 inh	proCasp3 act
CC(C)(Oc1ccc(Cl)cc1)C(=O)Nc1cccnc1	101	8	103	98	3	8	13	4
CCn1c(=O)c(CCC(=O)NCC2CCCO2)c(C)c2c(C)nn(-c3ccccc3)c21 (stereo not given)	97	-3	104	96	2	0	12	4
O=C(Nc1ccccc1)c1ccc(S(=O)(=O)Nc2cccc(O)c2)cc1	104	5	108	104	-2	4	6	-6

The listing continues.
SMILES	LAP4-GFP MLPCN	ZTA counter	MEP2-GFP yeast	RPL19A-GFP yeast	proCasp7 act	AHR activator	EBNA-1 inh	proCasp3 act
NC(=O)c1oc2ccc(Cl)cc2c1N	90	26	93	94	12	4	10	1
CC1CN(C(=O)COC(=O)Cc2c(Cl)cccc2Cl)CC(C)O1 (stereo not given)	96	/	96	93	12	-2	/	0
CN(C)S(=O)(=O)c1cc(NC(=O)COC(=O)Cc2ccc(Cl)cc2Cl)ccc1Cl	94	8	98	96	3	2	4	-3
COc1ccccc1N1CCN(Cc2nc3ccsc3c(=O)[nH]2)CC1	104	11	99	104	0	-1	-1	1
Cc1nonc1OCCNCc1c(C(=O)N2CCCCCCC2)nc2ccc(Cl)cn12	100	12	103	106	-4	3	-1	-7
COc1cccc(Nc2nc(-c3sc(N)nc3C)cs2)c1	99	-15	110	95	-16	105*	0	2
Fc1cccc2sc(N3CCCCC3)nc12	96	0	97	100	-1	1	1	7

2 compounds from above, showing only proCasp3 act:
structure | proCasp3 act
CN(C)S(=O)(=O)c1cc(NC(=O)COC(=O)Cc2ccc(Cl)cc2Cl)ccc1Cl | -3
NC(=O)c1oc2ccc(Cl)cc2c1N | 1
